From PubChem
NPY2 pot ag = potentiates or activates human NPY-Y2 receptor; P49146; cells expressing NPY-Y2, potentiator/agonist read-out; activation, % at 3.6 µM; 0.45% of 220,000 active; AID 1359; in the data active = activation above about 27%;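 also: cells stimulated with NPY near EC25 plus isoproterenol at EC100; 0% = vehicle plus submaximal agonist and 100% = vehicle plus saturating agonist; some results beyond the cut were filed as inactive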
eIF4E-4G inh = eIF4E/eIF4G interaction inhibition in translation initiation. P63073+Q04637. TR-FRET eIF4E-eIF4GI(517-606) binding, 2 h. inhibition, % at 21.7 µM. 0.37% of 220,000 active. AID 782;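 active = inhibition above about 30%, limit read from the data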;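 also: 0% = full FRET control wells and 100% = background wells lacking eIF4GI fragment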
p97 ATPase inh = blocks human p97 ATPase activity; P55072; recombinant p97 ATPase, Kinase-Glo ATP luminescence, 3 h; inhibition, % at 8 µM; 0.42% of 220,000 active; AID 1481; in the data active = inhibition above about 15%;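 also: 0% = DMSO vehicle and 100% = wells lacking enzyme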
Target sequence (P55072 whole entry, looked up): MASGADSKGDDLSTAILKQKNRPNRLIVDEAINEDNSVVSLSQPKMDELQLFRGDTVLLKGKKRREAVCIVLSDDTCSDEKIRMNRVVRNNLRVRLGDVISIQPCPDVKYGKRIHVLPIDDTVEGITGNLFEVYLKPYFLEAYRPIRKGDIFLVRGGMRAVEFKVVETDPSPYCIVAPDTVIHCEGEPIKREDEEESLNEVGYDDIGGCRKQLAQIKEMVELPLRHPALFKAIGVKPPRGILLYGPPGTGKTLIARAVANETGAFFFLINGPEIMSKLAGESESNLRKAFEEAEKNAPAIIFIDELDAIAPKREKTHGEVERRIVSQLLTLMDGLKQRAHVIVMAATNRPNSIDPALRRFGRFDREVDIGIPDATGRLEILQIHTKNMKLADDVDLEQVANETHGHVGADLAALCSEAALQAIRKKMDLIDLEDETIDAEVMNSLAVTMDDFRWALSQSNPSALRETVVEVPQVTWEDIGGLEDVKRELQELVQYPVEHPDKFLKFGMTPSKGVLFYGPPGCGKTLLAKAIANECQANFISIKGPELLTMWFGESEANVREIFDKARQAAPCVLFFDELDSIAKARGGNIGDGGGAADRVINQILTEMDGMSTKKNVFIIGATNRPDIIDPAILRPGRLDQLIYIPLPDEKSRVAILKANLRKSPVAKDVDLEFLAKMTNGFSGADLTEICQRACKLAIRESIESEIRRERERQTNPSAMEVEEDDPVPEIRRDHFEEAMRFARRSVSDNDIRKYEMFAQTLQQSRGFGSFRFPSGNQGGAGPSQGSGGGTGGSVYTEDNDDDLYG
EP2 mod = EP2 receptor (human) modulation; P43116; EP2-expressing cells, cAMP HTRF FRET, PGE2 co-stimulation; induction, % at 25 µM; 0.83% of 260,000 active; AID 940;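 active = compounds whose cAMP rise, as percent of the full-agonist control response, exceeds 60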;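 also: rat C6 glioma line stably carrying human EP2 under a CMV promoter; the protocol text gives 20 µM as final concentration; 100% = response of wells given 1 µM PGE2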
S1P4 antagonist = human S1P4 receptor antagonism. AID 1510. 0.26% of 220,000 active. inhibition, % at 4.98 µM. S1P4-expressing cells, antagonist mode, reporter read-out; in the data active = inhibition above about 29%;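 also: 0% = wells stimulated with agonist and 100% = vehicle wells without agonist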
NPY1 pot ag = human NPY-Y1 potentiation or agonism, primary screen; P25929; AID 1304; 0.37% of 220,000 active; NPY-Y1 expressing cells, potentiator/agonist activation; activation, % at 3.6 µM; in the data active = activation above about 33%, passing the limit was not always enough;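 also: cells stimulated with NPY at EC10 then isoproterenol at EC100; 0% = low agonist plus stimulus and 100% = saturating agonist plus stimulus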
EP2 antag = inhibitors of human EP2 prostaglandin E2 receptor | P43116 | C6 glioma cells expressing human EP2, cAMP TR-FRET; cells stimulated with saturating PGE2 | inhibition, % at 25 µM | 0.52% of 260,000 active | AID 1422;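 active = percent inhibition above 40 after rounding to a whole number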;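 also: rat C6 glioma host cells with rolipram phosphodiesterase inhibitor present; the protocol text gives 20 µM as final concentration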
NPY-Y1 antag = blocks the human neuropeptide Y Y1 receptor; P25929; HEK293-CNG Y1 cells, membrane potential fluorescence; NPY at EC95, then isoproterenol; inhibition, % at 3.6 µM; 1% of 200,000 active; AID 1040;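 active = inhibition above the campaign mean inhibition of all tested compounds plus 3 SD, cut at about 20% in these data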;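 also: 0% = DMSO wells given NPY plus isoproterenol and 100% = isoproterenol alone without NPY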
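Material: HEK293 Y1/CNG channel cell line | Also added: NPY (25 nM), isoproterenol (1 µM), Ro 20-1724 (25 µM) | Compound: One concentration, 3.6 µM, in 0.4% DMSO | Schedule: 3 h dye uptake, 1 h room-temperature compound, 45 min post-isoproterenol | Signal: Membrane-potential fluorescent dye readout | Read-out: % inhibition of NPY effect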
S1P4 agonist = human S1P4 receptor agonism | 0.35% of 220,000 active | AID 1509 | S1P4-expressing cell line, agonist reporter assay | activation, % at 4.98 µM; in the data active = activation above about 11%;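 also: 0% = DMSO vehicle and 100% = reference agonist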
* marks the source's active call; other numbers are inactive results; x = not tested or not shown; & = joins results of further samples; [ ] = another dose, or the depositor's remark. This is a subset; the hit share may differ from the screen's.

SMILES | NPY2 pot ag | eIF4E-4G inh | p97 ATPase inh | EP2 mod | S1P4 antagonist | NPY1 pot ag | EP2 antag | NPY-Y1 antag | S1P4 agonist
COc1ccccc1C(=O)Nc1cc2ccccc2oc1=O | 1 | -12 | 1 | 20 | 22 | 10 | 11 | -4 | 2.9
Cc1c(NS(=O)(=O)c2ccc(N3CCCCC3)c([N+](=O)[O-])c2)c(=O)n(-c2ccccc2)n1C | 2 | 14[fluorescence artefact?] | 6 | 9 | -2 | -20 | 3 | 3 | 0.6
Nc1nnc(SCc2ccc3c(c2)OCO3)s1 | -11 | -2 | 1 | 1 | -6 | -22 | 11 | 0 | 0.8
COc1ccc(CNC(=O)C(c2ccc(C)o2)N(Cc2cccs2)C(=O)Cc2cccs2)cc1 (stereo unspecified) | 4 | 4 | 3 | 32 | -1 | -15 | 11 | 4 | 0.8
COc1ccc(Cl)cc1-c1n[nH]c(=S)o1 | -10 | 1 | 5 | 47 | -7 | 3 | 35 | 5 | 1.4
CN(C)c1ccc(N=C/C=C2\N(C)c3ccccc3C2(C)C)cc1 | 12 | 10[fluorescence artefact?] | -5 | -31 | -3 | 14 | x | -6 | 0.8
CCCOC(=O)NC(CC)COC(=O)Nc1cc(C)ccc1C (stereo unspecified) | 6 | 2 | 1 | 8 | -2 | -19 | 22 | 0 | -0.2
O=C1c2oc3ccccc3c(=O)c2C(c2cccs2)N1CCCN1CCOCC1 (stereo unspecified) | -13 | 4 | 1 | 2 | 9 | -2 | 14 | -2 | -0.5
CC(=O)n1cc([C@@H]2C=C(C(=O)N3CCN(Cc4ccc5c(c4)OCO5)CC3)O[C@H](OCCCCO)C2)c2ccccc21 | 2 | 1 | 0 | -2 | 1 | 2 | 15 | -2 | 1.4
COc1ccc(C(=O)O/N=C(\N)Cc2ccc(Cl)cc2Cl)cc1OC | -25 | -4 | 0 | -91 | -12 | -16 | 14 | -4 | -0.6
Cc1cccc(NC(=O)c2cnc3n(c2=O)CCS3)c1 | 10 | 1 | 2 | -7 | -27 | 5 | 7 | -2 | 1.2
Cc1nc(C(C)N(C)Cc2c(C(=O)N3CCCCC3)nc3c(C)cccn23)c(C)s1 (stereo unspecified) | -31 | -1 | -1 | -8 | -3 | -5 | 5 | 13 | -1.4
c1ccc(COc2ccc(OCCCN3CCCC3)cc2)cc1 | -6 | -6 | 5 | 1 | -8 | -25 | 9 | 3 | 1.1
COc1ccccc1NC(=O)CN1C(=O)CCS(=O)(=O)c2ccccc21 | -5 | 0 | 4 | 41 | 4 | -27 | 15 | 2 | 0.4
O=C(NCC(=O)N(c1ccccc1)C(C(=O)NC1CCCC1)c1ccncc1)c1ccco1 (stereo unspecified) | 2 | x | 3 | x | -6 | 0 | 16 | 3 | 1.1
O=C(N/N=C/c1c(Cl)cccc1Cl)c1ccccc1F | 17 | 0[fluorescence artefact?] | 3 | -24 | -23 | -2 | 6 | -2 | -0.5
CCOc1ccc(N2CC(C(=O)NCc3ccccc3)CC2=O)cc1 (stereo unspecified) | -11 | -4 | -3 | 10 | -1 | -15 | 8 | -3 | 0.6
O=C(COC(=O)c1ccco1)Nc1cccc(Br)c1 | 12 | 5 | 6 | 11 | 3 | 14 | 9 | 2 | 0.7
CN(C)c1ccc(/C=N/n2ncc3ccccc32)cc1 | 10 | 2 | -3 | -30 | -13 | 1 | 7 | 2 | 0.1
Cc1ccc(NC(=O)COc2ccccc2C(=O)NCCN(C)C)cc1 | -5 | -1 | -2 | 1 | -6 | -8 | 5 | -3 | -1.0
CCc1ccc(NC(=O)CSc2nc3cc(C(=O)OC)ccc3c(=O)n2Cc2ccco2)cc1 | -8 | 6 | -1 | 13 | -3 | 7 | 6 | -11 | 4.0
Cc1ccc(S(=O)(=O)NCCCCCC(=O)Nc2ccccn2)cc1 | 10 | -6 | -4 | 3 | -12 | -5 | 7 | 4 | 0.6
O=C(CSCc1ccc([N+](=O)[O-])cc1)NC1CCCCCC1 | -1 | 2 | -3 | 16 | 4 | 8 | 5 | -6 | 0.7
CCCN1CCCc2cc(CN(CCCN3CCOCC3)C(=O)Nc3ccc(OCC)cc3)ccc21 | -2 | 2 | 0 | 7 | -3 | 7 | 6 | -1 | 0.1
COc1ccc(OC)c2sc(NNC(=O)COc3ccccc3)nc12 | 4 | 0 | -4 | -46 | -3 | 8 | 9 | 3 | 2.1
CC1(C2CC2)NC(=O)N(CC(=O)Nc2ccccc2-c2ccccc2)C1=O (stereo unspecified) | 6 | 1 | -2 | -8 | -16 | 5 | 5 | 0 | 2.3
CCOc1ccccc1N1CCN(c2nc(N)c(C#N)c(CC#N)c2C#N)CC1 | -4 | 4[fluorescence artefact?] | -1 | 9 | -28 | -20 | 15 | 14 | 5.9
Cc1ccc(C(=O)N(c2ccccn2)C(C)c2ccco2)cc1C (stereo unspecified) | 7 | 9 | -2 | -13 | 10 | -9 | 5 | 5 | 1.8
COC(=O)Nc1nnc(-c2ccco2)s1 | 7 | 1 | 4 | 5 | -18 | 6 | 13 | x | 1.2
O=C(COc1ccccc1)N1CCc2ccccc2C1 | -13 | 4 | -4 | 11 | -16 | -1 | 7 | -4 | -0.6
O=C(CSc1ccc(-c2cccnc2)nn1)N1CCCC1 | -11 | -2 | -6 | -1 | 2 | 9 | 4 | 0 | 1.8
CC(c1ccco1)N(C(=O)c1ccc(F)cc1)c1ccccn1 (stereo unspecified) | 8 | -2 | 6 | 19 | 16 | 2 | 7 | 0 | -0.7
N#Cc1ccc(COC(=O)c2ccc(N3CCCC3)c([N+](=O)[O-])c2)cc1 | -12 | 0 | -7 | 9 | -3 | -58 | 11 | 5 | -1.9
COc1ccc(C2CC(c3cccs3)=NN2C(=O)CSc2nnc(N)s2)cc1OC (stereo unspecified) | -17 | 0 | 3 | -1 | -19 | 22 | 4 | 2 | 2.2
CCCCNC(=O)CSc1nc2ccccc2c(=O)n1CC1COc2ccccc2O1 (stereo unspecified) | -5 | 3 | -4 | 28 | -4 | -10 | 8 | 11 | -0.5
Cc1ccc(NC(=O)C(C)Sc2nnc(-c3cccnc3)n2-c2ccccc2)cc1 (stereo unspecified) | 0 | 0 | 2 | 1 | -7 | 21 | 5 | -7 | -5.5
Cn1c(N2CCCCC2)nc2c1c(=O)[nH]c(=O)n2C | -8 | -1 | 4 | 32 | 0 | 6 | 5 | -2 | 0.8
O=C(NCc1ccccc1Cl)c1cc([N+](=O)[O-])ccc1Cl | 3 | 3 | 4 | -44 | -15 | 2 | 3 | 3 | 0.5
COC(=O)N/N=C(\C)c1ccccc1OC(F)F | -2 | 2 | 3 | 13 | -2 | 9 | 7 | 5 | 3.5
COC(C(=O)Nc1ccc(Br)cc1F)c1ccccc1 (stereo unspecified) | -9 | 2 | 4 | 1 | -19 | 5 | 2 | -5 | 0.1
COc1ccccc1NC(=S)NC(=O)C1CC1 | 4 | 12 | -5 | 8 | -25 | 5 | -1 | -8 | 1.7
CCOC(=O)c1sc2ncnc(N3CCN(C(=O)OCC)CC3)c2c1C | 5 | 10 | -2 | 17 | -21 | 2 | 17 | 2 | 3.1
Cc1ccc(N=c2c([N+](=O)[O-])nn(-c3ccccc3)n2O)c(C)c1 | -1 | 1 | -1 | 12 | -7 | -6 | 1 | 0 | -0.4
Cc1ccc(Nc2nnc(SCC(=O)N(C)C3CCS(=O)(=O)C3)s2)cc1 (stereo unspecified) | -8 | 0 | 4 | 34 | 1 | -7 | 3 | 1 | -0.3
COc1cc(NC(=O)CN2C(=O)NC(c3ccccc3)(c3ccccc3)C2=O)c(C)cc1[N+](=O)[O-] | 1 | 2 | 8 | -14 | -6 | 5 | 1 | -4 | -0.7
C=CCNc1ncnc2c1cnn2-c1cccc(C)c1 | 15 | -1 | 3 | -45 | -11 | 13 | 8 | 5 | -0.3
Cn1nc(C(F)(F)F)c(CO)c1Sc1ccc(F)cc1 | -2 | -1 | -5 | -24 | -34 | -14 | 16 | 1 | -1.9
Fc1cccc(F)c1/C=N/NC(=S)Nc1cccnc1 | -5 | -1 | -1 | -15 | -10 | -25 | 16 | 0 | 1.4

Whole records, quoted from the list. Order of screens: NPY2 pot ag, eIF4E-4G inh, p97 ATPase inh, EP2 mod, S1P4 antagonist, NPY1 pot ag, EP2 antag, NPY-Y1 antag, S1P4 agonist
CCOC(=O)c1sc2ncnc(N3CCN(C(=O)OCC)CC3)c2c1C in the list: 5, 10, -2, 17, -21, 2, 17, 2, 3.1
Cc1ccc(N=c2c([N+](=O)[O-])nn(-c3ccccc3)n2O)c(C)c1 in the list: -1, 1, -1, 12, -7, -6, 1, 0, -0.4
Cc1ccc(Nc2nnc(SCC(=O)N(C)C3CCS(=O)(=O)C3)s2)cc1 (stereo unspecified) in the list: -8, 0, 4, 34, 1, -7, 3, 1, -0.3
COc1cc(NC(=O)CN2C(=O)NC(c3ccccc3)(c3ccccc3)C2=O)c(C)cc1[N+](=O)[O-] in the list: 1, 2, 8, -14, -6, 5, 1, -4, -0.7

Additional compounds
SMILES | NPY2 pot ag | eIF4E-4G inh | p97 ATPase inh | EP2 mod | S1P4 antagonist | NPY1 pot ag | EP2 antag | NPY-Y1 antag | S1P4 agonist
COC(=O)c1ccccc1NC(=O)c1ccco1 | 4 | -4 | 6 | 8 | -2 | 13 | 20 | -2 | 0.8
CC(=O)ON1C(C)(C)CC(OC(=O)c2ccccc2)CC1(C)C | 1 | -5 | -5 | -2 | -14 | 4 | 19 | 7 | 0.8
CC(=C\C(=O)O)/C(=C/c1ccccc1)C(=O)O | -3 | -10 | -2 | 7 | 10 | -41 | 1 | 4 | -2.8
O=C(Nc1cccc(NC(=O)c2cccs2)c1)c1ccc2c(c1)OCCO2 | 4 | 3 | 12 | -87 | -21 | -17 | 1 | -3 | 1.4
O=C(/C=C/c1ccc(Cl)cc1Cl)NCc1ccco1 | -2 | -1 | -2 | -137&-67 | 4 | -8 | 21&5 | 6 | -2.0
Cc1cccc2c1Sc1ccccc1CC2=O | -5 | -35[fluorescence artefact?] | -2 | 64* | -26 | -1 | 15 | 0 | 1.4
CC(C)CC(NC(=O)C(CC(C)C)NC(=O)OC(C)(C)C)C(=O)O (stereo unspecified) | -3 | 4 | 0 | 19 | -1 | 3 | 9 | 1 | -1.5
Cc1cccc(Cc2nnc(CCC(=O)N3CCCC(CN4CCOCC4)C3)o2)c1 (stereo unspecified) | 0 | 3 | 5 | 16 | -12 | 12 | 11 | 3 | 2.3
Cc1ccccc1COC[C@H](CC(C)C)N1CCN(C(=O)c2cccc(C(F)(F)F)c2)CCC1=O | -6 | -6[fluorescence artefact?] | -5 | 42 | -5 | -11 | 11 | 8 | 1.4
Cc1ccc(C(=O)CSc2nnc(COc3ccc(C#N)cc3)n2-c2ccccc2)cc1 | 2 | 3 | 2 | -16 | -7 | -11 | 8 | 8 | -2.4
COc1ccccc1OCCOCCOc1ccc(C)cc1Br | -9 | -5 | -3 | -88 | -12 | -52 | 9 | 4 | 0.1
O=C(CSc1nc2c(c(=O)n1-c1ccc(Br)cc1)SCC2)NCc1ccco1 | -9 | -2[fluorescence artefact?] | -5 | 29 | -15 | -4 | 0 | 5 | -1.8
CC(C)(C)CN1CCNC(=O)C1CC(=O)N1CCN(c2ccccc2)CC1 (stereo unspecified) | -11 | 3 | -5 | -7 | 1 | 5 | 5 | x | 0.3
Cn1c(=O)c2c(nc(CN3CCOCC3)n2CCCO)n(C)c1=O | -7 | -2 | 5 | -6&-7 | -6 | 14 | 6&8 | -5 | -0.4
O=C(Cc1ccc(F)cc1)N1CCC(N2CCC(C(=O)N3CCOCC3)CC2)CC1 | -4 | 2 | 7 | -25 | -18 | 0 | 11 | 4 | 1.8
